Source: PubChem
ARNT TACC3 PPI: disruptors of ARNT/TACC3 protein interaction, primary screen, biochemical, AlphaScreen, single concentration. Transforming acidic coiled-coil-containing protein 3 (Homo sapiens), Q9Y6A5. AlphaScreen His-ARNT PAS-B/GST-TACC3 binding, luminescence; TACC3 fragment carries E629A point mutation. inhibition, % at 9.99 µM. actives 0.66% (n = 390,000);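 active = mean inhibition of replicates at least 50% and at least half of replicates each reaching 50%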;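 also: 0% = complete ARNT plus TACC3 wells and 100% = ARNT alone without TACC3; many hits fall short of the cut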
INS-1E GSIS act: GLuc luminescence reporter in INS-1E cells, primary screen for activators of glucose-dependent secretion of insulin | activation, % at 16.6 µM | INS-1E GLuc reporter insulin secretion, 2-3 h | AID 743287, 2014 | actives 0.61% (n = 370,000);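 active = lowest replicate activation of at least 40%, so every replicate reaches that level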;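 also: 0% = median of neutral control wells and 100% = median of IBMX positive control wells; some compounds called inactive have numbers as strong as hits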
PAX8 inh HTS: inhibitors of PAX8-driven TPO luciferase reporter, primary screen, RMG-I cells, single concentration | SteadyGlo, 24 h | inhibition, % at 12.6 µM | actives 1.2% (n = 360,000);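 active = mean replicate inhibition at least 60% with every replicate also reaching 60%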;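 also: luciferase light reporting Pax8 driven TPO promoter activity; plate controls were median of neutral control wells for no effect and mitoxantrone controls for full effect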
PglD inh: C. jejuni PglD acetyltransferase inhibitors, primary screen, biochemical, DTNB colorimetric, single point | UDP-N-acetylbacillosamine N-acetyltransferase PglD (Campylobacter jejuni) | purified PglD enzyme, DTNB colorimetric CoA detection | inhibition, % at 12.5 µM | actives 0.098% (n = 360,000); in the data active = inhibition above about 16%, passing the limit was not always enough; also: strong numbers were not always called active
Statin myotox sup: suppressors of statin myotoxicity in C2C12 myotubes, primary screen, cell-based, single point, plate reader; rescue of ATP level, % at 7.49 µM; AID 602340, 2012; actives 0.78% (n = 330,000); C2C12 myotubes + simvastatin, ATP luminescence, 48 h; scaled: DMSO 0, geranylgeraniol control 100;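 active = mean ATP rescue above about 67%, or every replicate alone reaching that limit, limit read from the data, passing the limit was not always enough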;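 also: myotubes were challenged with 10 µM simvastatin during compound exposure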
PGC1a acetyl inh: inhibitors of PGC1a acetylation signal, primary screen, cell-based, U2OS, AlphaScreen, inhibitor mode; inhibition, % at 15.6 µM; actives 0.17% (n = 350,000); AlphaScreen anti-acetyl-lysine; with virally co-expressed GCN5 acetyltransferase;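 active = every replicate shows inhibition of at least 40%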;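 also: 0% = neutral control wells and 100% = positive control wells; some results beyond the cut were filed as inactive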
Cneo AK release: Cryptococcus neoformans cell lysis inducers, primary screen, AK release luminescence, single concentration. C. neoformans lysis, adenylate kinase release luminescence, 4 h; normalised: neutral wells 0, clomiphene wells 100. lysis activity, % at 15 µM. actives 0.2% (n = 360,000);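 active = mean lysis activity across replicates of at least 80%, whatever share of replicates individually reach that level; inactive = mean lysis activity below 80%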
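Material: C. neoformans cells | Amount: Yeast cell density of 5 × 10^6 cells/mL | Medium: Fresh YPD growth medium | Dosing: Single dose | Times: Static 4 h at 37 °C with compound, 1 h detection | Detection: AK luminescence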
LGR2 antag: inhibitors of bursicon-induced LGR2 CRE-luciferase signal, primary screen, cell-based, HEK293, CRE-luciferase reporter, bursicon stimulation; Drosophila bursicon receptor LGR2 (rickets); bursicon-stimulated, 4 h; inhibition, % at 9.99 µM; actives 0.35% (n = 380,000);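 active = drop in luminescence signal, shown as inhibition above about 50% in the replicate tests, limit read from the data, passing the limit was not always enough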;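 also: agonist challenge used bursicon conditioned medium at about half maximal strength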
Starred values were filed as active, the others as inactive; . = no result given.

Fields – ARNT TACC3 PPI, INS-1E GSIS act, PAX8 inh HTS, PglD inh, Statin myotox sup, PGC1a acetyl inh, Cneo AK release, LGR2 antag
1	COc1cccc(NC(=O)C[C@H]2CC[C@@H]3[C@H](COc4ccc(NC(=O)c5ccccc5F)cc4C(=O)N3C)O2)c1
    12.5, 0.2, -19.9, 4.2, -55.0, -4.0, -3.2, 9.6
2	C[C@H](CO)N1C[C@H](C)[C@H](CN(C)S(C)(=O)=O)Oc2ccc(NC(=O)CCC(F)(F)F)cc2CC1=O
    4.2, 7.2, 5.1, 2.2, -16.6, 6.7, -9.0, 16.6
3	COc1ccc(CCNC(=O)C2CCN(C(=O)c3ccc(Cl)cc3)CC2)cc1OC
    -9.0, -1.5, 11.7, -8.1, -4.4, ., 1.8, -6.7
4	CC(C)NC(=O)N1Cc2cc(C(=O)NC3Cc4ccccc4C3)nc(-c3cccc(-c4cccnc4)c3)c2[C@H]1CCO
    1.3, -1.7, 42.6, 5.1, -72.5, ., -2.4, 7.7
5	CCCCCNC(=O)c1cc(S(=O)(=O)N2CCCCC2)ccc1F
    7.2, -21.2, ., ., -35.4, -2.8, ., .
6	CCOc1ccc(NC(=O)CN(C)C(=O)C2CC(=O)N(c3ccc4c(c3)OCCO4)C2)cc1OCC (configuration not stated)
    ., 34.9, -17.9, 1.1, 8.9, 6.3, 0.1, 0.2
7	CN1C(=O)c2cc(NC(=O)Cc3cccs3)ccc2OC[C@@H]2O[C@@H](CC(=O)N[C@@H]3CCN(Cc4ccccc4)C3)CC[C@@H]21
    -16.4, 3.9, 11.1, -0.3, 30.7, ., 2.4, 9.9
8	Cc1ccccc1OCC(=O)Nc1cccc(S(=O)(=O)NC2=NCCCCC2)c1
    -2.8, 16.0, -6.8, 2.9, 0.4, ., -3.8, -1.7
9	CN(C)CCNc1ncnc2c1ncn2[C@H]1CN(Cc2ccc(F)cc2)C[C@@H](CO)O1
    ., 19.1, 18.9, 3.0, 1.9, ., -1.3, 3.5
10	O=C(NCc1ccncc1)c1ccc(Br)cc1
    -7.1, ., ., 2.4, -2.3, ., 0.2, .
11	CC(Sc1cnc2ccccc2n1)C(=O)O (configuration not stated)
    ., ., 0.8, 5.8, ., -13.1, 5.7, .
12	NC(=O)CSc1oc(-c2ccco2)nc1S(=O)(=O)c1ccc(F)cc1
    -2.9, ., ., 3.6, 25.5, ., -0.5, .
13	NC(N)=NN=C1CCC(c2ccccc2)CC1 (configuration not stated)
    4.5, -1.3, 19.6, 25.2*, -0.8, -7.9, -0.1, -4.1
14	NS(=O)(=O)c1ccc(NCCCn2ccnc2)c([N+](=O)[O-])c1
    25.0, 14.9, -48.9, -0.6, 11.7, ., -3.7, 9.3
15	COC(=O)c1[nH]c2cc(OC)ccc2c1NC(=O)c1nonc1C
    0.6, ., ., -7.2, -1.2, -11.8, -0.7, .
16	C=C1c2cc(CC)ccc2NC(=O)N1c1ccc(C)cc1
    3.3, -8.7, -58.3, -2.2, -8.9, 12.3, -0.3, -12.4
17	CCC(=O)N1CC(=O)N2[C@H](CO)[C@H](c3ccc(C#CC4CCCCC4)cc3)[C@@H]2C1
    ., -19.5, -3.1, ., ., -10.8, ., -15.3
18	O=C(NC1CCCC1)[C@@H]1[C@@H](CO)[C@@H]2Cn3c(ccc(-c4cccnc4)c3=O)[C@@H]2N1CC1CC1
    0.8, 5.9, 2.8, 3.0, 9.7, ., -1.3, 3.6
19	CC(C(=O)NCc1ccco1)c1ccc([N+](=O)[O-])cc1 (configuration not stated)
    36.6, -2.6, -2.0, ., ., ., ., 18.5
20	CCOc1ccc(CCN2C(=S)N([C@@H](Cc3ccccc3)CN3CCC[C@@H]3CN3C(=S)NC[C@@H]3Cc3ccc(O)cc3)C[C@@H]2CC(C)C)cc1
    ., 0.3, 41.0, 2.4, -3.2, -11.8, -0.8, 14.5
21	CC(C)NC(=O)NC(=O)COC(=O)Cc1ccsc1
    1.5, 1.5, ., 3.7, 11.7, 4.1, 2.1, -14.0
22	Cc1ccc(C)c(Oc2nnnn2-c2ccccc2)c1
    -6.9, ., -0.6, -1.2, ., ., -1.7, .
23	COc1ccccc1CNS(=O)(=O)c1ccc(-n2cccn2)cc1
    19.5, 8.2, 6.0, -2.8, 10.9, -5.6, 1.4, -25.5
24	CCC(=O)c1cc2c(cc1NC(=O)C(C)C)OCCO2
    -12.3, ., ., -2.3, 2.5, 1.1, 1.4, .
25	N#C/C(=C1/C(=O)Nc2ccc(Br)cc21)c1ccccn1
    -5.4, -0.1, -11.5, ., ., ., ., 5.8
26	Cc1ccc(S(=O)(=O)Nc2ccc3c(c2)C(=O)N([C@H](C)CO)C[C@H](C)[C@@H](CN(C)S(C)(=O)=O)OCCCC[C@@H](C)O3)cc1
    -2.0, 19.9, -16.6, 0.0, ., 9.5, -1.6, 9.7
27	Cc1ccc(-c2cnc3c(c2)C(=O)N([C@@H](C)CO)C[C@H](C)[C@H](CN(C)C(=O)Cc2ccccc2)O3)cc1
    4.0, -11.9, ., 1.3, 37.4, -7.1, -1.7, 8.4
28	Cc1ccc(S(=O)(=O)NCc2ccccn2)c(C)c1
    -3.7, 18.9, 3.6, -3.4, -8.1, -3.6, -1.4, -6.6
29	CCC(C)NC(=O)CSC1=Nc2ccccc2C2=NC(CC(=O)NCc3ccc(F)cc3)C(=O)N12 (configuration not stated)
    23.5, ., ., 2.3, -8.7, 17.5, -6.3, .
30	Cc1cc(SCc2c(F)cccc2Cl)nc(=O)[nH]1
    4.5, -9.7, -4.3, 0.8, 9.8, -5.6, -0.8, -1.9

3 compounds from above, sorted by the number in PglD inh, highest first.
item | smiles | PglD inh
13 | NC(N)=NN=C1CCC(c2ccccc2)CC1 (configuration not stated) | 25.2*
2 | C[C@H](CO)N1C[C@H](C)[C@H](CN(C)S(C)(=O)=O)Oc2ccc(NC(=O)CCC(F)(F)F)cc2CC1=O | 2.2
27 | Cc1ccc(-c2cnc3c(c2)C(=O)N([C@@H](C)CO)C[C@H](C)[C@H](CN(C)C(=O)Cc2ccccc2)O3)cc1 | 1.3

More records
Fields – ARNT TACC3 PPI, INS-1E GSIS act, PAX8 inh HTS, PglD inh, Statin myotox sup, PGC1a acetyl inh, Cneo AK release, LGR2 antag
31	CCCOc1ccc(C(=O)NC(=S)N2CCN(c3ncc4c(=O)c(C(=O)O)cn(CC)c4n3)CC2)cc1
    ., 13.0, 4.5, 2.1, 2.7, -2.1, -0.5, 2.4
32	NC(=O)c1ccccc1NC(=O)CSc1nc2c(c(=O)[nH]1)CCCC2
    -15.5, -17.8, 15.8, 6.4, -14.5, ., -0.1, 12.5
33	CCOC(=O)c1ccc(N=C2SC(C(=O)NCCc3ccccc3)CC(=O)N2C)cc1 (configuration not stated)
    2.4, -24.8, 4.1, -1.6, 6.4, ., 0.7, 15.5
34	Cn1cnc(S(=O)(=O)N2C[C@@H](O)COC[C@H]3O[C@@H](CC(=O)NCc4cccc(F)c4)CC[C@@H]32)c1
    9.2, 14.7, -14.0, -0.9, 3.8, -6.3, 1.7, 5.0
35	COCCNC(=O)C(c1ccc(Cl)cc1)N(Cc1ccco1)C(=O)CCC(=O)Nc1ccccn1 (configuration not stated)
    ., -2.7, 9.8, 1.5, 8.6, 4.9, -1.7, 0.1
36	CN(C)CCCNC(=O)C[C@@H]1CC[C@@H](NS(=O)(=O)c2ccc(F)cc2)[C@H](CO)O1
    4.5, 12.5, -3.6, 3.0, -2.1, -0.5, 8.1, -8.2
37	O=c1cc(C(F)(F)F)nc(SC/C=C/c2ccccc2)[nH]1
    20.9, ., ., 4.6, 2.7, 4.5, -2.0, .
38	CCOC(=O)c1c(NC(=O)C2C3CCC(O3)C2C(=O)O)sc2c1CCC(CC)C2 (configuration not stated)
    -4.1, -24.9, 29.7, -3.7, 7.1, -3.4, 2.6, 15.8
39	COc1ccc(CNC(=O)CN(Cc2ccco2)C(=O)CNS(=O)(=O)c2ccccc2)cc1
    -4.8, 10.5, -14.9, 7.8, -6.1, 22.5, 0.5, 3.5
40	CC(C)CCN(CC(=O)NC(C)(C)C)C(=O)C(=O)Nc1ccc2c(c1)OCCO2
    14.4, -5.0, -2.8, ., ., 3.6, ., 5.3
41	O=C(/C=C/[C@H]1O[C@@H](n2cnc3c(NC(=O)c4ccccc4)ncnc32)[C@H](O)[C@@H]1O)N[C@@H](CO)Cc1c[nH]c2ccccc12
    ., -0.4, -24.8, 0.3, 6.0, 2.1, -2.5, 6.5
42	CN(C)C(=O)C[C@H]1CC[C@@H]2[C@H](COC[C@H](O)CN2C(=O)C2CCOCC2)O1
    -8.2, 15.5, -19.4, -0.8, -4.5, -3.4, 3.9, -4.4
43	CC(C)C(=O)Nc1ccc2c(c1)C(=O)N(C)[C@@H]1CC[C@@H](CC(=O)N[C@H](C)c3ccccc3)O[C@@H]1CO2
    -3.5, -5.7, -20.1, 0.4, -12.8, 1.6, 0.0, -4.9
44	CCOC(=O)C1CCCN(C(=O)c2ccc(OC)c(OC)c2)CC1 (configuration not stated)
    ., ., -0.8, -1.8, 3.6, 7.3, 1.6, -12.2
45	Cc1nn2c(-c3ccc(S(=O)(=O)N4CCN(CCO)CC4)o3)nnc2c2ccccc12
    43.3, -17.9, 21.2, -1.6, 3.9, -1.0, 2.2, 14.1
46	CC(c1ccc(F)cc1)n1cc(C(=O)NCc2ccccn2)nn1 (configuration not stated)
    3.5, 7.2, 1.5, ., -7.0, -3.1, ., 3.7
47	CCCN(C)C[C@@H]1Oc2cc(C#CCN(C)C)ccc2S(=O)(=O)N([C@H](C)CO)C[C@@H]1C
    1.3, -1.4, ., -0.4, -1.6, -5.5, 1.2, -2.0
48	N#CCCNc1ccc(OCCC#N)cc1
    0.0, 32.3, ., -2.6, 0.0, ., -4.2, -13.2
49	C=CCn1c(SCC(=O)c2cc(C)n(C)c2C)nnc1-c1ccncc1
    -4.9, -5.0, 1.8, -3.5, 2.5, -0.5, 2.5, 11.0
50	Cc1c(C(=O)Nc2cccc(Oc3ccccc3)c2)sc(=O)n1Cc1ccc(F)cc1
    ., -6.2, 9.0, -3.0, 11.5, ., 0.5, 9.7
51	CC1CCN(S(=O)(=O)c2ccc(C(=O)N3CCN(c4ccccc4F)CC3)cc2)CC1
    0.4, -9.0, -1.7, -0.1, 6.4, -2.3, -1.0, -4.7
52	COc1ccc(CN2CCc3ccccc3C2)cc1Br
    -9.8, 11.6, -7.7, 10.5, -13.1, -2.4, -0.8, 6.9
53	O=C1C(Cl)=C(N2CCOCC2)C(=O)N1c1cccc(C(F)(F)F)c1
    -15.3, 2.6, -12.0, 6.6, -4.1, -2.1, -3.3, 3.5
54	CCSc1nnc(NC(=O)C2CCCN(S(=O)(=O)c3cnc[nH]3)C2)s1 (configuration not stated)
    -23.2, 1.2, 23.8, -5.3, -5.4, -3.1, -0.1, 6.4
55	Cc1cnc(C(=O)OCC(=O)Nc2ccc(C)c(S(=O)(=O)N(C)C)c2)cn1
    0.9, 2.2, 2.6, ., ., ., ., -5.1
56	CCCn1c(N2CCN(C(=O)Nc3ccc(Cl)cc3)CC2)nc2ccccc21
    1.7, -30.6, -0.7, -5.2, -6.4, 6.6, 2.9, -8.2

By substructure: the entries above with a nitro group on carbon
Fields – ARNT TACC3 PPI, INS-1E GSIS act, PAX8 inh HTS, PglD inh, Statin myotox sup, PGC1a acetyl inh, Cneo AK release, LGR2 antag
14	NS(=O)(=O)c1ccc(NCCCn2ccnc2)c([N+](=O)[O-])c1
    25.0, 14.9, -48.9, -0.6, 11.7, ., -3.7, 9.3
19	CC(C(=O)NCc1ccco1)c1ccc([N+](=O)[O-])cc1 (configuration not stated)
    36.6, -2.6, -2.0, ., ., ., ., 18.5
